# Pol eta inh = qHTS for Inhibitors of Polymerase Eta; DNA polymerase eta (Homo sapiens), Q9Y253; recombinant Pol eta, fluorescent DNA replication assay; Potency, µM (highest dose often 114 µM), inactives show at the top dose activity change, negative = inhibition, usual class: inhibitors; hit rate 1.2% among 390,000; also: potency is read from the fitted curve at half-maximal effect; % is scaled to controls: 0 for no effect and ±100 for the full control effect
# Target sequence (Q9Y253 whole entry, looked up): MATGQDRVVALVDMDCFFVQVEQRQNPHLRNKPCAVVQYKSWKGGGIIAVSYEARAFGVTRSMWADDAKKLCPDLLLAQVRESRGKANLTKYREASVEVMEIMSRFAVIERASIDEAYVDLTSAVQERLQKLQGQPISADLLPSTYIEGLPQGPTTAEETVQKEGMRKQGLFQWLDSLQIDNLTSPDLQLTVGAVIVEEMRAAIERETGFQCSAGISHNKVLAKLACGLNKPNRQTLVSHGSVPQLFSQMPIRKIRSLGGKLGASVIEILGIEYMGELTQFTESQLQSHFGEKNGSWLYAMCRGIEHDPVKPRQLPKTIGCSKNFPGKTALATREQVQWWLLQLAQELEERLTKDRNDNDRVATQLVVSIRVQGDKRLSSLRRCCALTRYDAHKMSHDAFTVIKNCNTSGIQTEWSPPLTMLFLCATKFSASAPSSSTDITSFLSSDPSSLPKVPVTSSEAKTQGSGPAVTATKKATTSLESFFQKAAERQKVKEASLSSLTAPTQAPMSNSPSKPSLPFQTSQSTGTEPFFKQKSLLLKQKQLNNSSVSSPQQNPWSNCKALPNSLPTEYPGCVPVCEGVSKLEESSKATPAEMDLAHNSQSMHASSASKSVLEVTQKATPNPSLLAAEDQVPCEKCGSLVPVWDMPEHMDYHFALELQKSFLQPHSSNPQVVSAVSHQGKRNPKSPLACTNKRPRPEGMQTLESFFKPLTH
#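 Fluorescent replication assay: 50 nM final substrate added after a 15 min room-temperature compound preincubation with 10 nM enzyme. Signal taken at 0 min and again at 10 min.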
# PI4K2A block = qHTS for small molecular inhibitors of PI4K2A; Phosphatidylinositol 4-kinase type 2-alpha (Homo sapiens), Q9BTU6; purified PI4K2A, ADP-Glo luminescence, 1 h; active compounds read low; activity change, negative = inhibition, % at 76.9 µM; hit rate 0.13% among 420,000; in the data active = activity change below about -50%; inconclusive = mostly about -30% to -49%;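 also: -100% = wells without enzyme as full effect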
#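 In this quantitative HTS, ADP production by PI4K2A was quantified luminescently after 1 h at ambient temperature; 100 microM adenosine served as plate-quality control.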
# PGK inhibitor = qHTS Assay to Find Inhibitors of Phosphoglycerate Kinase; AID 602233, 2012; Phosphoglycerate kinase, glycosomal (Trypanosoma brucei brucei), P07378; PGK/GAPDH coupled, Kinase-Glo luminescence, 60 min; Potency, µM (top dose mostly 57.5 µM), inactives show top-dose activity change, negative = inhibition, most hits filed as inhibitors; hit rate 0.043% among 380,000; also: potency is read from the fitted curve at half-maximal effect; % is scaled to controls: 0 for no effect and ±100 for the full control effect; nearly all actives have a fitted effect of over 60% in size
#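 Recombinant glycosomal PGK reaction used 1,3-bisphosphoglycerate generated in-well by GAPDH (100nM final) in 100mM TEA pH 7.6, 5mM MgCl2, 0.01% Tween-20. After 60 minutes at room temperature, ATP was read by Kinase-Glo Plus luminescence end-point.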
# G9a block = qHTS Assay for Inhibitors of Histone Lysine Methyltransferase G9a | AID 504332, 2011 | Histone-lysine N-methyltransferase EHMT2 (Homo sapiens), Q96KQ7 | G9a H3K9 monomethylation, AlphaScreen, 2 h | Potency, µM (doses to about 102 µM), inactives show at the top dose activity, negative = inhibition, most hits filed as inhibitors | hit rate 8.8% among 350,000; also: potency is read from the fitted curve at half-maximal effect; % is scaled to controls: 0 for no effect and ±100 for the full control effect; nearly all actives have a fitted effect of over 75% in size
#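 AlphaScreen detection with an anti-monomethyl H3K9 antibody quantified product after a 2 h room-temperature reaction containing 500 nM biotinylated H3K9 peptide, 20 µM SAM and 20 nM enzyme, which had been preincubated 15 min with compound.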
# BAZ2B inh = qHTS Assay for Inhibitors of BAZ2B | Bromodomain adjacent to zinc finger domain protein 2B (Homo sapiens), Q9UIF8 | Potency, µM (titrated, usually from 114 µM), for inactives: at the top dose activity change, negative = inhibition, usual class: inhibitors | AID 504333, 2011 | hit rate 4.4% among 360,000 | AlphaScreen BAZ2B-H3K14Ac peptide displacement; also: potency is read from the fitted curve at half-maximal effect; % is scaled to controls: 0 for no effect and ±100 for the full control effect; nearly all actives have a fitted effect of over 60% in size
#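 BAZ2B 50 nM plus b-H3(5-23)K14Ac 50 nM, PBS pH 7.4/0.01% Tween-20, 30 min RT; compound added (max 110 uM), 30 min RT; streptavidin donor/Ni-chelate acceptor beads 10 ug/mL final, 20 min dark; AlphaScreen read.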
# HP1b chromo inh = HTS for Inhibitors of HP1-beta Chromodomain Interactions with Methylated Histone Tails. AID 540317, 2011. AlphaScreen HP1-beta / biotin-H3K9me3 peptide binding. hit rate 0.56% among 390,000. Potency, µM (top dose mostly 114 µM), for inactives: at the top dose activity change, negative = inhibition, usual class: inhibitors; also: potency is read from the fitted curve at half-maximal effect; nearly all actives have a fitted effect of over 70% in size; inactives centre near 23
# Target sequence (P83916 whole entry, looked up): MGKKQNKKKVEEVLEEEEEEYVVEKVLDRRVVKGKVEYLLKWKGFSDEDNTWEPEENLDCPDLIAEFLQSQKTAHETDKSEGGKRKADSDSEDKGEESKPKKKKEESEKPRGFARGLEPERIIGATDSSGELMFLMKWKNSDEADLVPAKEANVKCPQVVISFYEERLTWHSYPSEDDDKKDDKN
#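 HP1-beta protein (50 nM final) preincubated 30 min at room temperature with biotinylated H3(1-18)K9me3 peptide (50 nM) in PBS pH 7.4, 0.01% Tween-20, then compound added for 30 min. AlphaScreen streptavidin donor/nickel chelate acceptor beads (10 ug/mL final), 30 min dark, luminescence read.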
# GLS inh = qHTS for Inhibitors of Glutaminase (GLS); Glutaminase kidney isoform, mitochondrial (Homo sapiens), O94925; GLS enzymatic activity, qHTS titration; Potency, µM (doses to about 45.5 µM), for the others: top-dose activity change, negative = inhibition, actives largely listed as inhibitors; hit rate 0.21% among 410,000; also: potency is read from the fitted curve at half-maximal effect; % is scaled to controls: 0 for no effect and ±100 for the full control effect
#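 hKGA; 45 mM KH2PO4 pH 8.2 + 0.02% Tween-20; cpd via pin tool; 1 mM Gln soln; GluOx/HRP/Amplex Red; RT 30 min; fluor. t0 & final.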
# Pin1 inh = qHTS Assay to Find Inhibitors of Pin1. Pin1 FP peptide displacement, HiFluor488, 10 min. hit rate 0.009% among 390,000. Potency, µM (titrated, usually from 115 µM), for inactives: top-dose activity, negative = inhibition, most hits filed as inhibitors. AID 504891, 2011. Peptidyl-prolyl cis-trans isomerase NIMA-interacting 1 (Homo sapiens), Q13526; active = well fitted inhibition curve with a large enough effect in the polarisation, with a control signal flat, not every such curve was filed as active; inconclusive = small, poorly fitted or top-dose-only effect, or effect the other way, or a change in a side signal; inactive = no such curve, though single readings can be large or run the other way; the % refers to the polarisation; also: potency is read from the fitted curve at half-maximal effect; % is scaled to controls: 0 for no effect and ±100 for the full control effect
# Target sequence (Q13526 whole entry, looked up): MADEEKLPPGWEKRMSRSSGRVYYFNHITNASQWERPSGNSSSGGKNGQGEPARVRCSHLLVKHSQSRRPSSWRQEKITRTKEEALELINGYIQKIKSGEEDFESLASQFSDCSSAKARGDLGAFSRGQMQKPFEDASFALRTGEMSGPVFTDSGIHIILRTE
# JMJD2A Tudor inh = qHTS Assay for Inhibitors of JMJD2A-Tudor Domain; Lysine-specific demethylase 4A (Homo sapiens), O75164; AlphaScreen JMJD2A-Tudor / H3K4me3 peptide binding; Potency, µM (highest dose often 114 µM), inactives show at the highest dose activity change, negative = inhibition, actives largely listed as inhibitors; hit rate 4.4% among 390,000; also: potency is read from the fitted curve at half-maximal effect; % is scaled to controls: 0 for no effect and ±100 for the full control effect; nearly all actives have a fitted effect of over 50% in size
# * = called active by the depositor; i = inactive; ? = inconclusive; . = not tested or not shown; [ ] = remark or other dose. Unless noted, calls follow the shape of the dose curve; as a rule, active = well fitted curve in the direction sought with a large enough effect; inconclusive = small, poorly fitted or top-dose-only effect, or another doubt; inactive = no such curve, though single readings can be large; an effect the other way counts as inactive or inconclusive.
SMILES,Pol eta inh,PI4K2A block,PGK inhibitor,G9a block,BAZ2B inh,HP1b chromo inh,GLS inh,Pin1 inh,JMJD2A Tudor inh
COc1ccc(-c2ccc3c(c2)C2CC3CCN2CCC#N)cc1 (stereo not given),-17%,0,-10%,.,.,27%,1%,1%,-30%
COc1cc(OC)c(OC)cc1/C=N/NC(=O)c1cc(-c2cccn2C)n[nH]1,-7%,6,1%,-43%[59 µM],-28%,28%,.,?,15%
Cc1cccnc1NC(=O)C1CCN(S(=O)(=O)c2c(C)noc2/C=C/c2ccco2)CC1,-7%,-4,-4%,-4%[59 µM],-2%,15%,0%,10%,-20%[57.1 µM]
Cc1cc(-c2nc3ccccc3c(=O)o2)ccc1[N+](=O)[O-],-14%,2,-10%,-28%,-17%,12%,-4%,-2%,-15%
Cc1c(NS(=O)(=O)c2cc(Br)cc3c2N(C(=O)C2CC2)CC3)c(=O)n(-c2ccccc2)n1C,-2%,23,-7%,9%,10%,35%,-8%,1%,-3%
CC1(C)CC(=O)c2c(n(-c3cccc4ccccc34)ccc2=O)C1,3%,0,-11%,-9%[12.7 µM],-4%,25%,7%,0%,-5%
COc1ccc(NC(=O)Nc2c(O)ccc3ccccc23)cc1,-4%,1,-1%,.,.,?,-3%,4%,?
Cc1ccc(N(CC(=O)NCc2ccccc2)S(=O)(=O)c2c(C)noc2C)cc1,-9%,1,i,-1%,-2%,42%[activator],?,2%,-7%
CCc1ccccc1NC(=O)Cn1c(-c2nonc2N)nc2ccccc21,-7%,-1,5%,-3%[59 µM],-10%,41%[activator],0%,4%,-11%
COc1ccccc1NC(=O)COC(=O)CCC1CCCC1,-9%,-2,0%,.,.,69%[activator],-5%,2%,47%[activator]
C=Cc1ccc(CN2C(=O)N(c3ccc(C)c(C)c3)S(=O)(=O)c3ccccc32)cc1,-2%,-1,-6%,-6%[59 µM],-6%,25%,4%,-1%,-14%
CCOc1ccc(N(CC(=O)Nc2cc(Cl)ccc2C)S(C)(=O)=O)cc1,-14%,0,1%,23%,-4%,40%[activator],-4%,?,-7%
CN(C)C(=S)Nc1nc2ccccc2s1,-3%,2,0%,-10%[0.501 µM],-37%,?,2%,0%,3.5µM*
COc1ccc(OC)c(S(=O)(=O)NCCc2sc(-c3ccc(C)cc3)nc2C)c1,-18%,-1,i,-1%[59 µM],-19%,33%[57 µM],0%,-1%,-36%
CN1CCN(c2nc3ccccc3nc2C(C#N)C(=O)OC2CCCCC2)CC1 (stereo not given),5%,2,-4%,?,56µM*,-7%,-4%,0%,-34%
CN1C(=O)C(CC(=O)Nc2ccc(F)cc2)N(Cc2ccco2)C1=S (stereo not given),1%,-8,-3%,.,-9%,-17%,-11%,-9%,-33%
Cc1nn(CC(=O)c2ccccc2Cl)c(C)c1[N+](=O)[O-],-5%,-1,-8%,?,-24%,5%,4%,-1%,-30%
COc1ccccc1CNC(=O)Cc1ccccc1,-6%,0,3%,?,2%,47%[activator],-8%,-1%,-1%
Nc1nc2n(n1)C(=O)CC(c1ccccc1)N2 (stereo not given),-19%,2,-1%,2%[59 µM],-1%,29%,6%,4%,-14%
Cc1cc(=O)oc2n[nH]c(-c3ccccc3)c12,-15%,5,-7%,14%[59 µM],7%,12%,0%,-2%,-17%
COc1cc(S(=O)(=O)N2CCOCC2)ccc1F,-4%,1,3%,-6%[59 µM],.,37%,-9%,-1%,4%
CCOc1ccccc1-n1c(SCC(=O)Nc2nccs2)nnc1-c1ccoc1C,4%,-1,0%,?,?,-3%,0%,-4%,-31%
CCOC(=O)C1(C(=O)OCC)CCN(S(=O)(=O)c2ccccc2)CC1,-19%,1,5%,.,.,41%[activator],9%,-2%,1%
CC(C)CCOc1ccc(Oc2nc(N(C)C)nc(N(C)C)n2)nn1,-9%,-2,i,2%[59 µM],-18%,25%,13%,2%,-12%
CN(C(=O)CSc1nnn(C)n1)c1ccccc1,-19%,-3,-10%,11%,-4%,54%[activator],-8%,4%,-2%

# With a hit mark in JMJD2A Tudor inh (from the list above):
SMILES,Pol eta inh,PI4K2A block,PGK inhibitor,G9a block,BAZ2B inh,HP1b chromo inh,GLS inh,Pin1 inh,JMJD2A Tudor inh
CN(C)C(=S)Nc1nc2ccccc2s1,-3%,2,0%,-10%[0.501 µM],-37%,?,2%,0%,3.5µM*

# Additional records
SMILES,Pol eta inh,PI4K2A block,PGK inhibitor,G9a block,BAZ2B inh,HP1b chromo inh,GLS inh,Pin1 inh,JMJD2A Tudor inh
Nc1ccc(-c2nnc(-c3ccccc3)o2)cc1,-17%,0,-6%,25%,17%,54%[activator],-16%,-3%,-16%
Cc1sc(NC(=S)NC(=O)c2ccco2)c(C#N)c1C,-9%,1,-2%,35µM*,-2%,28%,22%,-2%,-11%
CCOC(=O)c1cc2c(=O)n3ccccc3nc2n(CC2CCCO2)c1=NC(=O)/C=C/c1ccccc1 (stereo not given),-1%,-4,2%,6%,-9%,47%,-1%,6%,-4%
CC(C)[C@H](NC(=O)c1ccc(Cl)cc1Cl)C(=O)OCc1nc2ccsc2c(=O)[nH]1,-12%,4,-9%,.,.,17%,-1%,1%,-5%
CCOC(=O)CC[C@H](NC(=O)Cn1cc(C)c(=O)[nH]c1=O)C(=O)OCC,-12%,-1,5%,.,.,30%,19%,-1%,-11%
O=C1CCCC2=C1C(c1cccs1)n1nc(SCc3ccc(C(=O)O)cc3)nc1N2 (stereo not given),-14%,-12,-8%,-5%,-1%,26%,14%,-2%,-7%
Cc1ccc(-c2ccc(CCC(=O)O)n2-c2ccc(C(C)C)cc2)cc1,1%,-4,-10%,16µM*,40µM*,?,18%,.,?
c1ccc(-c2cc(-c3nnc4n3N=C(c3ccc5ccccc5c3)CS4)[nH]n2)cc1,-6%,9,-1%,4%[59 µM],1%,24%,3%,-5%,-20%
O=C1NCC(c2ccccc2)C1C(=O)N/N=C\c1ccc(-c2ccc(Cl)c(Cl)c2)o1 (stereo not given),-10%,-8,i,?,?,-18%,7%,28%,?
COc1ccc(OC)c(NC(=O)CCNC(=O)Cn2ccc3ccccc3c2=O)c1,-8%,-3,i,3%,-17%,19%,-4%,-18%,-6%
Cc1cccc(-c2nnn(CC/C(N)=N/O)n2)c1,-16%,3,1%,?,11%,34%,15%,8%,-8%
Cc1ccc(/C=[N+](/[O-])C2SC(=S)N(C)C2(C)C)cc1 (stereo not given),6%,6,2%,14%[59 µM],-4%,39%,1%,-12%,7%
Cc1cc(C)c2sc(NNC(=O)c3ccc(S(=O)(=O)N4CCc5ccccc5C4)cc3)nc2c1,-7%,8,-1%,?,5.6µM*,5%,22%,4%,3.5µM*
Cc1ccc(C(=O)N/C(=C/c2ccc(C(C)C)cc2)C(=O)NCCCN2CCOCC2)cc1,-13%,-2,-1%,8%[59 µM],-3%,42%[activator],4%,-9%,-7%
COc1ccc(CNC(=O)/C=C/c2ccccc2[N+](=O)[O-])cc1,-5%,-1,.,-41%,-29%,9%,-5%,-2%,-23%
CCOC(=O)C1CCCN(CCC(=O)Nc2c(C(=O)OC)[nH]c3cc(OC)ccc23)C1 (stereo not given),-20%,-2,4%,12%,-5%,27%,14%,-8%,-27%
Cn1c(=O)n(CC(=O)Nc2ccc(F)cc2)c2ccccc21,-12%,6,-5%,8%[59 µM],-2%,8%,1%,0%,-8%
COc1ccc(N2C(=O)CC(N3CCN(S(=O)(=O)c4cc(C)ccc4C)CC3)C2=O)cc1 (stereo not given),-29%,6,5%,-28%,.,31%,2%,10%,-18%
CCOC(=O)COn1c(=O)c(C)[n+]([O-])c2ccccc21,-4%,0,4%,-44%[59 µM],0%,31%,-16%,-7%,-4%
CCOC(=O)c1cc2cc(F)ccc2nc1C,-11%,4,-5%,12%[59 µM],7%,28%,0%,-1%,-3%
O=C(/C=C/c1cn(CC(O)CN2CCCCCC2)c2ccccc12)c1ccccc1 (stereo not given),-18%,-4,i,?,?,4%,4%,?,?
CN(Cc1ccccc1)C(=O)CSc1nnc(-c2cccc(Cl)c2)o1,.,-4,.,56%[activator][59 µM],36%[activator],146%[activator],-5%,4%,-6%
Cc1cc(C)cc(NC(=O)CSc2nc3ccccc3nc2N2CCCC2)c1,?,4,1%,?,40%[activator],78%[activator],1%,20%,24%
N#Cc1cccnc1N1CCC(C(N)=O)CC1,-5%,4,-7%,.,4%,29%,-7%,1%,-13%
O=C(CCc1nc(-c2ccc(Cl)cc2)no1)NCc1ccccc1CN1CCOCC1,-8%,-1,-7%,20%[59 µM],8%,30%,1%,-4%,-7%
O=C(Oc1ccc2c(=O)c(Oc3ccc4ccccc4c3)coc2c1)c1cccnc1,-3%,3,i,?,-23%,35%[activator],-3%,15%,-7%
COc1ccc(OCC#CCNC(C)(C)C)cc1,5%,0,-2%,7.9µM*,56µM*,?,2%,-1%,40µM*
COc1ccc(S(=O)(=O)N(CCc2ccccc2)CC(=O)NCCCO)cc1,-10%,-1,-1%,1%,3%,5%,21%,5%,-3%
Cc1ccc(C)n1NC(=O)c1ccc(Cl)cc1Cl,-9%,?,i,14%[59 µM],-4%,18%,1%,4%,-6%

# Compound activity from PubChem BioAssay.

# Only part of the results is shown; count on the stated rates, not on these rows.
